Bioassay records (PubChem BioAssay)
PolyA inhibitor = polyadenylation inhibitors in yeast reporter cells, primary screen, luminescence, S. cerevisiae | S. cerevisiae SKY197-pL101 polyadenylation reporter, beta-gal luminescence; efflux-impaired pdr1/pdr3 knockout yeast; score 100 = 6 SD above DMSO | AID 1875, 2009 | 300,000 tested, 0.02% active | calls only at 12 µM;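 active = lowest replicate activity score at least 50, where 100 means six control SD above control mean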;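 note: yeast exposed to compound for 9 h at 30 °C; higher score means more reporter readthrough which indicates perturbed polyadenylation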
KCNQ1 pot = potentiators or activators of KCNQ1 channel, primary screen, cell-based, thallium flux, high-throughput; CHO-K1 KCNQ1, thallium flux FluxOR fluorescence; active compounds read high; B-score at 10 µM; 310,000 tested, 0.35% active;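 active = fluorescence ratio B-score, a plate-corrected score, at least three library SD, with initial intensity B-score within 5 SD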
Target sequence (P51787 whole entry, looked up): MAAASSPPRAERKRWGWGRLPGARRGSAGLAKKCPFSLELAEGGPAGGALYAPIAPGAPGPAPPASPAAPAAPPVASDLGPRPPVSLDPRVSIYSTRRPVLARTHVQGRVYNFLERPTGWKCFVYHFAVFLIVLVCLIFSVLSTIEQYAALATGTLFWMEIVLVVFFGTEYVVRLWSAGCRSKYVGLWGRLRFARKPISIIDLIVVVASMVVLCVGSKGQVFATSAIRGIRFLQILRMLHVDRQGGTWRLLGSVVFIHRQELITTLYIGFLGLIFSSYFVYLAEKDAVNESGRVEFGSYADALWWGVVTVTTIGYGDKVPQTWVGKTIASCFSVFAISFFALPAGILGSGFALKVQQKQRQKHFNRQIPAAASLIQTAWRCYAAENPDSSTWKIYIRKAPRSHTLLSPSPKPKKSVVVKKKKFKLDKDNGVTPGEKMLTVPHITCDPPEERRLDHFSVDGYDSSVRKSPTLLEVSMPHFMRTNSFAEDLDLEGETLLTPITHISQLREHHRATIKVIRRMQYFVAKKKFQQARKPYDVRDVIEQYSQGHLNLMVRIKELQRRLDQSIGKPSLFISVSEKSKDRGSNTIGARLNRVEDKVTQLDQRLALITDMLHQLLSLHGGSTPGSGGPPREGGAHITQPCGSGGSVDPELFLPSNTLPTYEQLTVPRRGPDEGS
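System: Stable KCNQ1 CHO-K1 line | Incubation: 90 min dye loading and 20 min compound exposure, both at room temperature | Measure: Ratio B score | Medium: Assay buffer for compound exposure, DMSO matched across wells | Compound dosing: Single-concentration screen | Probe or stimulus: K+/Tl+ depolarizing stimulus | Measured by: Kinetic FluxOR fluorescence, 10 s baseline plus 110 s post-stimulus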
GSK3 alpha inh = blockers of GSK3A enzyme activity – biochemical, luminescence, cell-free homogeneous, HTS, primary screen | 320,000 tested, 0.1% active | inhibition, % at 10 µM | GSK-3 alpha kinase, ADP-Glo luminescence, 60 min | AID 2650, 2010;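 in the data active = inhibition above about 50%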;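 note: GST-tagged GSK-3 alpha with peptide substrate and 25 µM ATP; 0% = DMSO neutral wells and 100% = GW8510 positive control wells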
KCNQ1 inh = inhibitors of human KCNQ1 channel, primary screen, cell-based, thallium flux, high-throughput; Potassium voltage-gated channel subfamily KQT member 1 (Homo sapiens), P51787; AID 2642, 2010; 310,000 tested, 1.3% active; B-score at 10 µM; CHO-K1 KCNQ1, FluxOR thallium flux fluorescence; active compounds read high;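 active = compounds whose thallium flux B-score, printed positive for inhibition, exceeds three library SD while starting fluorescence stays within three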;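 note: channel opened by potassium depolarization with thallium stimulus after 20 min compound exposure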
Dyrk1A ADPGlo = rat Dyrk1A kinase inhibitors, primary screen, biochemical, single point, plate reader. Dual specificity tyrosine-phosphorylation-regulated kinase 1A (Rattus norvegicus), Q63470. ADP-Glo luminescence, NFATc1 peptide. inhibition, % at 12.5 µM. 310,000 tested, 0.43% active. AID 504441, 2011; in the data active = inhibition above about 50%;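 note: plate controls were vehicle with enzyme for no effect and no enzyme for full effect; many of its hits are not listed in these tables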
RGS4 inh = RGS4 inhibitors, primary screen, cell-based, HEK293 M3R inducible RGS4, calcium flux | Regulator of G-protein signaling 4 (Homo sapiens), P49798 | Fluo-4 calcium flux; active compounds read high; triggered by carbachol at its EC20 | B-score at 10 µM | 310,000 tested, 0.45% active | AID 463165, 2010;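 active = B-score, a plate-corrected calcium signal, over three deviations above library mean, with baseline fluorescence within five deviations of library mean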;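 note: RGS4 expression induced by doxycycline in cells with stable M3 receptor; B-score is computed from the integrated fluorescence ratio over baseline after carbachol; higher B-score means a larger calcium signal and so more RGS4 inhibition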
KCNK9 block = KCNK9 potassium channel inhibitors, primary screen, HEK293 cells, thallium flux; Potassium channel subfamily K member 9 (Homo sapiens), Q9NPC2; 310,000 tested, 1.2% active; B-score at 10 µM; FluxOR thallium flux fluorescence; active compounds read low;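 active = ratio B-score over 3 SD below the library mean, with starting fluorescence within 5 SD of its mean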;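 note: negative B-score means less thallium flux so channel inhibition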
hERG rescue = hERG rescue from dofetilide block, primary screen, cell-based, CHO-hERG, FluxOR thallium flux, dofetilide IC70; Voltage-gated inwardly rectifying potassium channel KCNH2 (Homo sapiens), Q12809; dofetilide IC70 present; activation (rescue from dofetilide block), less the hit threshold, % at 10 µM; 310,000 tested, 0.51% active; AID 1511, 2009;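 active = activation above the mean of controls blocked by dofetilide plus 5 SD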;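 note: thallium influx through hERG after potassium depolarization seen as dye fluorescence rise; in these data hits start at about 4.7%; inactives centre near -7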
GSK3beta inhib = human GSK3beta kinase inhibitors, primary screen, biochemical, cell-free homogeneous, HTS | Glycogen synthase kinase-3 beta (Homo sapiens), P49841 | GST-GSK3beta kinase, ADP-Glo luminescence, 60 min; active compounds read low | activity score (negative = inhibition), % at 10 µM | 300,000 tested, 0.038% active;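 active = more than half of replicate wells score below -50%, meaning over 50% inhibition versus plate controls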;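 note: 0% = median DMSO wells and -100% = median GW8510 positive control wells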
Target sequence (P49841 whole entry, looked up): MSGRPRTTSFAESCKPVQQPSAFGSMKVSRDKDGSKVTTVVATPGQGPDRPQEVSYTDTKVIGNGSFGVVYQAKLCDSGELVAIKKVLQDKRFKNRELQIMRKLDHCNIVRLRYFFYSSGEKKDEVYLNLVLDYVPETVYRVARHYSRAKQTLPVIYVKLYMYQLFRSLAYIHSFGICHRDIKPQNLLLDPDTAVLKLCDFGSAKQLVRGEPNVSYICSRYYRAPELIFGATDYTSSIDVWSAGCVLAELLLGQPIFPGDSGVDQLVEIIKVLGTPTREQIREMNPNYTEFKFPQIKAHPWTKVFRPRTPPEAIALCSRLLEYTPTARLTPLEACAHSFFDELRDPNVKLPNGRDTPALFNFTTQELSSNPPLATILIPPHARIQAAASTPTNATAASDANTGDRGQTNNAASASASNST
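test system = GST-tagged human GSK3beta kinase, cell-free | reagent = 25 µM ATP with peptide substrate | dosing = one dose of 10 µM per compound | schedule = 60 min reaction, RT | detection = luminescent ADP-Glo measurement of ADP formed | control set = DMSO neutral wells and GW8510 at 20 µM as positive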
RGS4 pot = RGS4 potentiators or activators, primary screen, cell-based, HEK293 M3R inducible RGS4, calcium flux | B-score at 10 µM | 310,000 tested, 0.92% active | carbachol calcium flux Fluo4; active compounds read low;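 active = B-score of the integrated calcium signal more than 4 SD below the library mean, with starting fluorescence not abnormally high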;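 note: negative B-score means reduced calcium response which marks RGS4 activation or potentiation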
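System: HEK293 FlpIn-TREx cells, stable M3R, doxycycline-inducible RGS4. Timing: overnight RGS4 induction, 30 min dye load 37 °C, 20 min compound RT. Also added: carbachol, ECmax concentration. Measured by: Fluo4 fluorescence kinetic imaging of calcium. Evaluation: integrated calcium ratio converted to B score.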
KCNK3 block = human KCNK3 channel inhibitors, primary screen, CHO cells, FluxOR thallium flux, B-score. Potassium channel subfamily K member 3 (Homo sapiens), O14649. FluxOR fluorescence; active compounds read low. B-score at 10 µM. 340,000 tested, 0.84% active. AID 602410, 2012;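 active = B-score under library mean minus 4 SD, starting fluorescence ratio at most library mean plus 5 SD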;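 note: more negative B-score means stronger inhibition of thallium flux through KCNK3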
Active calls of the source: *; i = inactive; / = not tested or not shown.

SMILES | PolyA inhibitor | KCNQ1 pot | GSK3 alpha inh | KCNQ1 inh | Dyrk1A ADPGlo | RGS4 inh | KCNK9 block | hERG rescue | GSK3beta inhib | RGS4 pot | KCNK3 block
C=CCn1c2ccccc2c2nnc(SCCN3CCOCC3)nc21 | i | i | 2 | i | 10 | i | i | -1 | 0 | i | i
CCOC(=O)C(NC(=O)CC)(Nc1ccc(S(=O)(=O)Nc2ncccn2)cc1)C(F)(F)F (configuration not stated) | i | i | 2 | i | -3 | i | i | -8 | 0 | i | i
O=C(NCc1ccccc1)c1ccc2c(=O)n(CC3CCCO3)c(=S)[nH]c2c1 (configuration not stated) | i | i | -6 | i | -2 | i | i | -9 | -1 | i | i
O=C(CSCc1ccccc1)N=Nc1c(O)[nH]c2ccccc12 | i | i | -4 | i | 0 | i | i | -9 | -1 | i | i
Cc1ccc(S(=O)(=O)NN)c(C)c1N1CCCC1=O | i | i | -2 | i | 1 | i | i | -6 | -1 | i | i
O=[N+]([O-])c1cccc(S(=O)(=O)Nc2ccc(Cc3ccncc3)cc2)c1 | i | i | -4 | i | -1 | i | i | -12 | -3 | i | i
CC1Cc2ccccc2N1C(=O)c1ccc2nccnc2c1 (configuration not stated) | i | i | -1 | i | 0 | i | i | -1 | 0 | i | i
O=C(NC(=S)Nc1ccc(Cl)cc1Cl)C1CC1 | i | i | 1 | i | / | i | i | -10 | -1 | i | i
CC(C)c1ccc(OCC(=O)NC(Cc2c[nH]c3ccccc23)C(=O)O)cc1 (configuration not stated) | i | i | -11 | i | 1 | i | i | -1 | 4 | i | i
Cn1nnnc1SCc1ccc(C(=O)Nc2ccc(Br)cc2)cc1 | i | i | 21 | i | 3 | i | i | -2 | 4 | i | i
CC(=O)c1c(C)[nH]c(C(=O)Nc2nc(-c3ccccc3)c(C)s2)c1C | i | i | 2 | i | 16 | i | i | -16 | -2 | i | i
Nc1cc(S(=O)(=O)N2CCCCC2)ccc1Oc1ccc(Cl)cc1 | i | i | -4 | i | 1 | i | i | -23 | -1 | i | -9*
N#Cc1ccc(N2CCN(C(=O)c3cccs3)CC2)c(F)c1 | i | i | -1 | i | 15 | i | i | -10 | -2 | i | i
Cc1ccc(NC(=S)N2CCN(C(=O)c3ccccc3)CC2)c(C)c1 | i | i | -1 | i | -1 | i | i | -15 | 1 | i | i
Cc1cccc(CCNC(=O)C2CCN(S(=O)(=O)N3CCOCC3)CC2)c1 | i | i | 1 | i | -3 | i | i | -8 | -2 | i | i
CC(Sc1nnc(NC2CCCCC2)s1)C(=O)Nc1ccc2c(c1)C(=O)c1ccccc1C2=O (configuration not stated) | i | i | 1 | i | -1 | i | i | -23 | 2 | i | i
Cc1csc(-c2cnn(-c3ccccc3)c2NC(=O)c2ccccc2)n1 | i | i | -1 | i | 1 | i | i | -16 | -1 | i | i
COc1ccc(C(=O)NC2CC3CCCC(C2)N3CC(C)C)cc1OC (configuration not stated) | i | i | -4 | i | -3 | i | i | -8 | -4 | i | i
Cc1nc2c(Cl)cccc2[nH]1 | i | i | -1 | i | -6 | i | i | -4 | 1 | i | i
CCOC(=O)c1c(N)sc(C(=O)N2CCOCC2)c1C | i | i | 1 | i | 2 | i | i | -7 | -15 | i | i
Cc1cc(Cl)ccc1OCc1nnc2n1CCCCC2 | i | i | 3 | i | -3 | i | i | -8 | -2 | i | i
Cc1ccc(-c2[nH]c(-c3ccc(C(=O)O)cc3)nc2-c2ccccc2)cc1 | i | i | -3 | i | 2 | i | i | -12 | 2 | i | i
CCCn1c(=O)c(C(=O)Nc2ccccc2C)c(O)c2ccccc21 | i | i | -2 | i | 17 | i | i | -5 | -3 | i | i
COc1ccc(OC)c(-c2csc(-c3cccs3)n2)c1 | i | i | -1 | i | 3 | i | -12* | -8 | 2 | i | i
Cc1ccccc1NC(=O)Nc1ccc2c(c1)OCO2 | i | i | 0 | i | / | i | i | -13 | -14 | i | i
Cc1cc(-c2nnc3n2CCCCC3)c(C)n1-c1ccccc1 | i | i | -1 | i | 1 | i | i | -1 | -2 | i | i
COc1ccc(Cl)cc1NC(=O)COC(=O)CNC(=O)c1ccc([N+](=O)[O-])c(C)c1 | i | i | 2 | i | 13 | i | i | -8 | -1 | i | i
N#C/C(=C\c1cn(Cc2ccccc2)c2ccccc12)C(=O)NCc1ccco1 | i | i | -7 | i | 6 | i | i | -13 | 2 | i | i
O=C(Nc1ccc(-c2csc(Nc3cccc(C(F)(F)F)c3)n2)cc1)c1cc([N+](=O)[O-])cc(C(F)(F)F)c1 | i | i | -1 | i | 5 | i | i | -1 | 0 | i | i
COc1ccc(CCn2c(N)c(S(=O)(=O)c3cccs3)c3nc4ccccc4nc32)cc1OC | i | i | 1 | i | / | i | i | 1 | 3 | i | i
COc1ccc2c(c1)c(=O)c(C(=O)c1ccccc1)cn2Cc1ccc(C)cc1 | i | i | 0 | i | 5 | i | i | -7 | 3 | i | i
COc1ccc(-n2c(C)c(C)c3c(NCCCO)ncnc32)cc1 | i | i | 0 | i | -1 | i | i | -6 | -2 | i | i
CCOCCCNC(=O)C1CCN(C(=O)Nc2ccc(C)cc2)CC1 | i | i | -1 | i | 2 | i | i | -3 | 4 | i | i
O=C(Nc1cccc(Cl)c1N1CCCC1)c1ccc([N+](=O)[O-])o1 | / | i | -1 | i | -2 | i | -10* | -5 | 1 | i | i
CCN(CC)S(=O)(=O)c1ccc(N2CCCC2)c(NC(=O)C2=COCCO2)c1 | / | i | 2 | i | 9 | i | i | -12 | 1 | i | i
CCCCN(C(=O)c1ccc(S(=O)(=O)N2CCCC2)cc1)C1CCS(=O)(=O)C1 (configuration not stated) | i | i | 2 | i | 0 | i | i | -6 | -3 | i | i
CC(C)N(C(=O)C(F)(F)F)C(C(=O)NC1CCCCC1)c1ccncc1 (configuration not stated) | i | i | -2 | i | 3 | i | i | -13 | 1 | i | i
c1nc(N2CCN(Cc3ccc4c(c3)OCO4)CC2)c2[nH]cnc2n1 | i | i | 2 | i | 0 | i | i | -15 | 3 | i | i
O=C(CN1C(=O)c2ccccc2C1=O)Nc1ccc(N2CCOCC2)cc1 | i | i | 2 | i | -2 | i | i | 3 | 6 | i | i
O=[N+]([O-])c1ccc(O)c(/C=N/Nc2ncnc3c2cnn3-c2ccccc2)c1 | i | i | 3 | i | 28 | i | i | -7 | -5 | i | i
Cc1ccc(S(=O)(=O)n2c3ccc(F)cc3c3nc(C)sc32)cc1 | i | i | 4 | i | / | i | i | -13 | 3 | i | /
Cc1nnc(NC(=O)CSc2ncn(-c3ccccc3)n2)s1 | i | i | -2 | i | -4 | i | i | -5 | -2 | i | i
Cc1c(C(=O)N(Cc2ccccc2)C(C)C)oc2ccc(S(=O)(=O)N3CCOCC3)cc12 | i | i | -2 | i | -1 | i | i | -11 | -6 | i | i
Cc1ccc(-c2nnc3n2N=C(c2ccccc2)CS3)cc1 | i | i | / | i | 8 | i | i | -8 | 2 | i | i
Cc1ccc(C(=O)NCC(c2ccco2)N2CCOCC2)cc1 (configuration not stated) | i | i | 2 | i | 12 | i | i | -4 | 2 | i | i
CCCN1C(=O)/C(=C/c2cc(C)n(C)c2C)SC1=Nc1ccc(OC)cc1 | i | i | -2 | i | 5 | i | i | -8 | 0 | i | -11*
CCOC(=O)N1N=C(c2ccccc2)CC1(O)C(F)(F)F (configuration not stated) | i | i | 0 | i | 1 | i | i | -1 | -2 | i | i
CCOC(=O)CSc1nnc(COc2cccc(C)c2)o1 | i | i | 1 | i | -2 | i | i | -9 | 1 | i | i
COc1ccc(N(CC(=O)Nc2ccccc2C(N)=O)S(=O)(=O)c2ccc(C)c([N+](=O)[O-])c2)cc1 | i | i | -2 | i | 1 | i | i | -9 | 1 | i | i
CCNc1cc(N2CCOCC2)nc(SC)n1 | i | i | 1 | i | -3 | i | i | -13 | 2 | i | i
CC1=C(C(=O)N2CCN(c3cc(C)ccc3C)CC2)C2(CCCCC2)OC1=O | i | i | -1 | i | -7 | i | i | -2 | 3 | i | i
CCn1cc(/C=C(\NC(=O)c2ccc(OC)cc2)C(=O)N2CCOCC2)c2ccccc21 | i | i | 0 | i | 3 | i | i | -8 | 1 | i | i
CN1CCN(C(=O)c2ccc3ccccc3c2)CC1 | i | i | 1 | i | 1 | i | i | -5 | -4 | i | i
O=C(O)CCc1nn2cc(-c3ccccc3)nc2[nH]c1=O | i | i | -3 | i | -5 | i | i | -7 | 1 | i | i
CCOc1cc(Cl)c(S(=O)(=O)NCc2ccccn2)cc1Cl | i | i | 1 | i | -6 | i | i | -6 | 0 | i | i
C/C(=N\NC(=O)c1cccc([N+](=O)[O-])c1)c1cccnc1 | i | i | -2 | i | -1 | i | i | -1 | 1 | i | i
Cc1cccc(C(=O)N[C@@H]2c3ccccc3C[C@@H]2O)n1 | i | i | -2 | i | -5 | i | i | -5 | 0 | i | i
Cn1c(=O)c2c(nc(NCc3ccccc3)n2CCCc2ccccc2)n(C)c1=O | i | i | 2 | i | -2 | i | i | -10 | 0 | i | i

This is a subset, so the mix of outcomes need not match the whole.
